HSF-1 act – increases HSF-1 driven luciferase reporter signal; NIH3T3-HGL HSF-1 luciferase reporter, MG132, 8 h; 100% = twice DMSO control signal; activation, % at 9 µM; 1.7% of 300,000 active; AID 504408;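 active = mean replicate activation of at least 50% with a set share of replicates each reaching 50%; inconclusive = only one of those two conditions met; inactive = mean below 50% and too few replicates reaching it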;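 also: 0% = median of the neutral control wells and 100% = twice that signal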
KLF5 inhibitor – inhibitors of KLF5 expression. DLD-1 KLF5 promoter-luciferase reporter, luminescence. inhibition, % at 5 µM. 0.23% of 290,000 active;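 active = inhibition above a per-plate limit of that plate's mean compound inhibition plus 3 SD, cut at about 60% in these data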;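 also: 0% = DMSO wells and 100% = LY294002 at 200 µM; higher means less KLF5 promoter-driven luciferase light; inactives centre near -14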
IEC-6 tox – IEC-6 cytotoxicity, counter-screen for KLF5 inhibitors | luminescence viability | inhibition, % at 5 µM | 0.78% of 290,000 active | AID 1825; in the data active = inhibition above about 22%;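 also: 0% = plate median of test compound wells and 100% = cytotoxic reference compound wells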
HSP90 refold inh – HSP90 refolding inhibition in rabbit reticulocyte lysate | AID 1789 | luciferase refolding luminescence, 3 h | inhibition, % at 5.6 µM | 0.91% of 290,000 active;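 active = inhibition above the screen-wide mean plus 3 SD, computed separately per campaign, cut at about 16% in these data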;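 also: 0% = DMSO wells and 100% = 60 µM geldanamycin wells; inhibitors lower the luminescence because luciferase stays unfolded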
SKKanGAS inh – inhibitors of SKKanGAS S. pyogenes growth in kanamycin (SK-promoter or general growth effect); BacTiter-Glo, 6 h; inhibition, % at 7.5 µM; 1.3% of 300,000 active;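 active = mean replicate score, as percent of positive control median, at least 50; inconclusive = mean below 50 but one replicate at or above 50; inactive = mean and every replicate below 50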;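 also: strain carries kanamycin resistance gene driven by streptokinase promoter and grows in 40 µg/ml kanamycin; loss of luminescence reflects streptokinase promoter inhibition or plain growth inhibition; 0% = median of DMSO wells and 100% = positive control at its reference dose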
Platelet DG rel – platelet dense granule release activity | human platelet-rich plasma, SFLLRN dense granule ATP release, luminescence | inhibition, %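 (compounds screened at 7.5 µM in platelet-rich plasma)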 | 0.22% of 300,000 active;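 active = mean replicate score, as percent of positive control, at or above 50; inconclusive = mean below 50 but at least one replicate at or above 50; inactive = mean and every replicate below 50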
HSF1 inh – HSF1 inhibition. NIH3T3-HGL HSE-luciferase, MG132-induced, luminescence 8 h; stronger effect = lower value. activity change, negative = inhibition, % at 7.5 µM (by protocol). 0.77% of 300,000 active;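 active = more than half of replicate wells show activity change below -50%, luminescence cut by over half; inconclusive = some wells, but at most half, below -50%; inactive = no replicate well below -50%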;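 also: luciferase reports HSF-1 transcriptional activity via heat shock element; 0% = median of DMSO wells and -100% = zero luminescence signal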
HIF activator – HIF pathway transcriptional activation | U2OS HRE-luciferase reporter, luminescence; normalized: DMSO 0%, desferrioxamine 100% | activation, % at 7.5 µM (by protocol) | 0.32% of 300,000 active;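 active = mean activation of at least 10% of the iron chelator positive control signal, with at least half of replicates also reaching 10%; inconclusive = mean and replicate majority disagree about reaching 10%; inactive = mean and most replicates under 10%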
aSyn 5UTR inh – MLPCN primary screen, SNCA 5' untranslated region. alpha-synuclein 5'UTR reporter, inhibitor activity. inhibition, % (tested at 7.5 µM). 0.82% of 300,000 active. AID 1813; in the data active = inhibition above about 60%; inconclusive = no clear call, values can overlap the other calls;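 also: H4 neuroglioblastoma cells stably carrying SNCA 5'UTR luciferase fusion; 0% = DMSO wells and 100% = positive control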
AI-2 QS mod – modulators of Vibrio harveyi AI-2 quorum sensing system; Vibrio harveyi JMH597 AI-2 luminescence/OD600 ratio, 9 h; stronger effect = lower value; strain lacks LuxN and CqsS sensors; 0 = neutral-control median; activity change, % at 7.5 µM; 0.4% of 300,000 active; AID 2094; in the data active = activity change below about -75%, passing the limit was not always enough; inconclusive = no clear call, values can overlap the other calls;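 also: luminescence divided by OD600 gain over 9 h not by final OD600 alone; inactives centre near 13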
The depositor's hits bear a star; ? = inconclusive; . = no result given.

no.	Structure	HSF-1 act	KLF5 inhibitor	IEC-6 tox	HSP90 refold inh	SKKanGAS inh	Platelet DG rel	HSF1 inh	HIF activator	aSyn 5UTR inh	AI-2 QS mod
1	COc1cccc(C(C(=O)NC(C)(C)C)N(Cc2ccc(F)cc2)C(=O)CCC(=O)Nc2cc(C)on2)c1OC (stereo unspecified)	33	-21	5	3	-2	-21	4	-0.5	-29	4
2	COc1cc(/C=C2\SC(=O)NC2=O)ccc1Oc1cnccn1	24	-12	-3	1	4	-4	8	0.1	-16	58
3	COc1cccc(NC(=O)CN(C)S(=O)(=O)c2ccc3c(c2)NC(=O)CS3)c1	21	1	-3	0	-3	9	2	-0.2	4	24
4	COC(=O)/C(=C\c1c[nH]c2ccccc12)NC(C)=O	24	3	5	0	2	-3	-5	-0.3	7	-5
5	COc1cc(/C=C2/SC(=S)N(C)C2=O)ccc1OC(=O)c1ccco1	10	-35	7	-6	9	2	-11	0.1	-17	12
6	CN(C)C(CNC(=O)CNC(=O)c1ccc(Br)cc1)c1ccccc1 (stereo unspecified)	-2	-43	2	2	-4	-2	-3	0.0	0	5
7	CC(=O)OC(COc1ccccc1)Cn1cnc2ccccc21 (stereo unspecified)	-2	-43	1	-3	0	-2	-5	0.0	-11	10
8	N=c1n(CCN2CCCCC2)c2ccccc2n1CC(O)c1ccc(Cl)c(Cl)c1 (stereo unspecified)	-1	-26	0	1	6	-1	3	0.3	-38	3
9	CCN1C(=O)CS/C1=N\S(=O)(=O)c1ccccc1	-5	0	5	0	-6	-4	12	0.6	2	6
10	COc1ccc(C(CCNCc2ccc(OC(C)C)cc2)c2ccccc2OC)cc1 (stereo unspecified)	-3	-2	9	4	-1	2	4	-0.7	14	27
11	Cc1ccc(NC(=O)C2CCN(c3cnccn3)CC2)cc1	-9	-1	9	0	16	11	3	0.5	-16	16
12	Oc1csc(Cc2nc(-c3ccc(-c4ccccc4)cc3)cs2)n1	-10	-102	9	7	-4	4	-15	3.0	-112	20
13	CC(C)[C@H](N)c1nnc(SCc2ccc(Cl)cc2)o1	33	-26	-2	1	3	1	8	-0.3	16	24
14	CCOC(=O)c1ccc(CNS(=O)(=O)c2c(C)ccc3nsnc23)o1	11	13	7	1	-7	-8	-4	-0.3	-27	5
15	N#Cc1c(-n2cccc2)cccc1-n1cccc1	-9	-4	-9	-5	-2	-3	2	-0.3	0	0
16	CCc1nc2ccc(C(=O)N3CCN(c4ccccc4)CC3)cc2nc1CC	5	7	-1	1	1	-14	-5	0.2	8	26
17	COc1cccc(C(=O)N2CCC(n3nccc3NC(=O)C3CCOC3)CC2)c1 (stereo unspecified)	0	-14	-5	-2	2	2	3	-0.2	-4	15
18	CCCOc1ccc(C2CC(=O)NC2=O)cc1 (stereo unspecified)	-6	-34	1	2	-2	-1	2	0.1	7	13
19	CCC(=O)NNC(=O)CCC(=O)Nc1ccc(C)cc1C	2	6	-4	0	-6	-1	-7	-0.3	13	-1
20	O=Cc1ccc(N2CCCC2)c([N+](=O)[O-])c1	19	-26	-2	6	-1	2	3	0.2	-8	21

no.	Structure	HSF-1 act	KLF5 inhibitor	IEC-6 tox	HSP90 refold inh	SKKanGAS inh	Platelet DG rel	HSF1 inh	HIF activator	aSyn 5UTR inh	AI-2 QS mod
21	Cc1ccc(-c2csc(NC(=O)c3ccc(Br)cc3)c2C(=O)O)cc1	24	-67	1	-4	26	-2	3	1.1	-91	18
22	COc1ccc(-c2cc(C(=O)NCC(c3ccccc3)N(C)C)c3ccccc3n2)cc1OC (stereo unspecified)	9	-25	-2	-5	2	2	-3	-1.2	-68	7
23	O=C(NNC(=O)c1ccccc1Br)c1cccc(Cl)c1	19	-59	7	-2	6	-1	7	1.9	-92	3
24	Cc1onc(-c2ccccc2Cl)c1C(=O)N(C)Cc1ccccc1	0	-15	-7	-3	6	-1	1	-1.5	5	16
25	C[C@@H](C(=O)Nc1cccc(S(=O)(=O)N2CCOCC2)c1)N1C(=O)C2CC=CCC2C1=O (stereo partly specified)	0	-5	-8	-1	2	0	-7	-0.1	12	12
26	CC(=O)NCc1ccc(S(=O)(=O)NC2CCN(Cc3ccccc3)CC2)cc1	-2	-10	1	2	-7	-2	-3	0.4	12	8
27	O=C(O)c1ccc(/C=N/Nc2ccc(Cl)nn2)cc1	-3	-54	-8	-7	10	-7	-4	0.3	-2	0
28	CC(NC(=O)Cn1cccc1)c1ccccc1 (stereo unspecified)	14	-5	5	-3	-5	-2	-7	-16	-8	28
29	Cc1ccccc1NC(=O)CCc1c(C)nn(-c2ccc(N3CCOCC3)nn2)c1C	-22	-19	-3	-1	-2	5	5	-1.1	-16	15
30	CCOC(=O)c1sc2nc[nH]c(=O)c2c1C	32	-14	-9	-1	15	0	13	0.4	2	7
31	Cc1ccc(NNc2c(C)nc3ccccc3nc2=O)cc1	28	-25	-4	1	18	-1	18	2.3	-112	-5
32	CCOC(=O)c1ccc(Cn2c(-c3ccccc3)nnc2-c2ccccc2)o1	27	12	8	7	-5	-1	16	1.8	-3	-5
33	CN(CC(=O)NC1CCCC1)S(=O)(=O)c1cnc[nH]1	-6	-4	-6	-1	2	1	-4	0.9	2	23
34	Cc1nn(-c2ccccc2)c2sc(C(=O)N3CCOCC3)cc12	26	-91	7	-3	11	6	10	3.9	-87	18
35	O=c1c2ccccc2c(=O)n(-c2ccccc2)n1CCCCBr	1	.	.	.	-4	-1	3	-0.9	-13	15
36	O=C(NCc1ccccc1)/C(=C\c1ccc(O)cc1)NC(=O)c1ccco1	7	-26	3	4	-1	2	6	0.1	3	10
37	CC(=O)c1ccc(OCCCC(=O)n2nnc3ccccc32)cc1	-6	3	-4	2	2	.	-4	0.4	-11	6
38	CCN(CC)S(=O)(=O)c1ccc(C(=O)Nc2ccc3c(c2)OCCO3)cc1	-7	-15	2	-1	-5	-3	2	0.5	5	6
39	COc1ccc(NC2CCCN(C(=O)CN3CCOC3=O)C2)cc1 (stereo unspecified)	17	-5	-4	-3	-5	8	2	-0.6	18	3
40	CCOC(=O)c1cccc(NC(=O)CCc2nnc3ccc(N4CCN(C)CC4)nn23)c1	1	-20	-6	-8	-4	-1	-4	-0.4	8	23

no.	Structure	HSF-1 act	KLF5 inhibitor	IEC-6 tox	HSP90 refold inh	SKKanGAS inh	Platelet DG rel	HSF1 inh	HIF activator	aSyn 5UTR inh	AI-2 QS mod
41	CSc1ccc(S(=O)(=O)Nc2ccc3c4c(cccc24)CC3)cc1	6	5	-8	-1	29	9	0	0.4	6	7
42	CCCS(=O)(=O)c1nc(C)cc(C)c1S(C)(=O)=O	-17	0	2	2	-25	1	-3	-0.4	8	8
43	CC(=O)Nc1cccc(-n2nnc(SCC(N)=O)n2)c1	23	-19	-1	-6	5	-1	3	0.0	-29	13
44	COc1ccc(N=c2oc3ccccc3cc2C(=O)Nc2ccccn2)cc1OC	26	-96	-3	-3	0	3	1	2.0	-107	21
45	C/C(=N\NC(=O)c1ccncc1)C12CC3CC(CC(C3)C1)C2	7	-25	3	0	-6	-25	-8	-0.9	-24	15
46	O=C1NC(=S)N/C1=C/c1ccc2ccccc2c1	45	-44	5	-3	-1	6	12	0.5	-84	4
47	CC(=O)c1ccc(S(=O)(=O)N(CCCO)Cc2cc3cc4c(cc3[nH]c2=O)OCCO4)cc1	-25	-5	-1	7	-3	1	-1	0.4	-18	28
48	COc1ccc(S(=O)(=O)Nc2nnc(Cc3ccc(OC)c(OC)c3)s2)cc1	17	17	6	2	8	-12	10	0.8	12	46
49	COc1cc(CN2CCCC(C(=O)N3CCc4ccccc4C3)C2)cc(OC)c1OC (stereo unspecified)	1	-45	-6	-2	-3	1	-8	-0.2	31	10
50	Cc1ccccc1NC(=O)c1ccc2nccnc2c1	-12	-16	-3	2	-2	0	-3	0.4	-43	15
51	CC(=O)Nc1ccc(-c2csc(NC(C)c3ccccc3)n2)cc1 (stereo unspecified)	-4	16	2	7	1	1	-7	-1.2	-32	36
52	Cc1cccc(OCC(=O)Nc2ccncc2)c1	3	.	.	.	?	-1	-1	0.8	-15	-17
53	CCN1CCN(C(c2cc3cccc(C)c3[nH]c2=O)c2nnnn2Cc2ccccc2)CC1 (stereo unspecified)	-8	-22	-9	5	-1	3	-2	0.4	-36	14
54	CC1CN(C(=O)c2cccn(Cc3c(Cl)cccc3Cl)c2=O)CC(C)O1 (stereo unspecified)	11	-16	-7	0	1	1	10	0.0	1	-21
55	Cn1nc(C(=O)NC(C)(C)C)c2ccccc21	-7	-7	-15	-1	-3	-13	2	-0.5	-3	19
56	CSc1nc2nccc(-c3ccc(-c4ccccc4)cc3)n2n1	28	-7	-2	-5	72*	4	8	0.4	0	30
57	COc1ccc(CCNC(=O)CSC2=Nc3ccccc3C3=NC(C(C)C)C(=O)N23)cc1OC (stereo unspecified)	-3	-24	0	-4	-6	4	1	-0.5	-5	16
58	COc1ccc2nc(NC(=O)CS(=O)(=O)c3ccc(C)cc3)sc2c1	-15	11	-4	2	-3	3	-4	0.8	-3	11
59	COc1ccc2[nH]c3c(c2c1)CCNC3=O	-25	.	.	.	-2	-3	-25	3.8	-23	8
60	Cc1c(CCOC(=O)CC23CC4CC(CC(C4)C2)C3)sc[n+]1CC(=O)c1ccccc1	10	-37	-8	7	15	-1	11	0.9	-39	13
61	C#CCn1c(=NC(=O)c2cccs2)sc2cccc(OC)c21	4	-12	-1	-1	-4	3	16	3.2	-97	7

Source: PubChem BioAssay

Hits appear at their usual frequency. Share with any hit: about 6%.
